# Screening results deposited in PubChem by The Scripps Research Institute Molecular Screening Center.
# hgDAF12 agonist: hgDAF-12 agonism, primary luciferase screen | HEK293 GAL4-hgDAF12 UAS-luciferase reporter, agonist luminescence; normalized to butyrate control | activation, % at 6.8 µM | actives 1.8% (n = 370,000);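 active = activation above a cutoff set at the mean of all screened compounds plus 3 SD, cut at about 10% in these data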;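 also: 0% = DMSO wells and 100% = sodium butyrate wells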
# HGIII-sPLA2 inh: Inhibits HGIII-sPLA2 liposome hydrolysis, primary screen; actives 0.56% (n = 370,000); AID 743126; inhibition, % at 12.2 µM; QFRET BODIPY PC-A2 liposome hydrolysis, fluorescence;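 active = inhibition above mean plus 3 SD of compounds lying within the high and low control bounds, cut at about 19% in these data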;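 also: 0% = median of test compound wells and 100% = no enzyme DMSO wells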
# Target sequence (Q9NZ20 whole entry, looked up): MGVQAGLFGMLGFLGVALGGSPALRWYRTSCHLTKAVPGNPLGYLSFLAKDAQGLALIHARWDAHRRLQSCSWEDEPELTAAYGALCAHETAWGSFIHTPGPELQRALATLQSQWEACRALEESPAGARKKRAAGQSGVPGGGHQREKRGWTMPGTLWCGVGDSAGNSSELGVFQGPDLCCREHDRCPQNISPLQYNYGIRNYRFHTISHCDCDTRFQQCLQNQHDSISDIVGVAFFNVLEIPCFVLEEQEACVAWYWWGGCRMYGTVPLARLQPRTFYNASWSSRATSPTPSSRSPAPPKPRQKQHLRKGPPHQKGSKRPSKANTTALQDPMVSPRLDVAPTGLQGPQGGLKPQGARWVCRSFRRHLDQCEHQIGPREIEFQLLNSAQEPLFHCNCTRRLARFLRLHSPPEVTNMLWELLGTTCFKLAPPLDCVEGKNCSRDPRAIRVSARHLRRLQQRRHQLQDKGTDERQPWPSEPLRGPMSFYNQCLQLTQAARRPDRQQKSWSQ
# hcDAF-12 act: activates DAF-12 receptor from parasite H. contortus; HEK293 hcDAF-12 lit1-tk-luc reporter, luminescence; 0% DMSO, 100% Δ7-dafachronic acid; activation, % at 6.8 µM; actives 1.4% (n = 370,000);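 active = activation above the mean of all tested compounds plus 3 SD, cut at about 5.5% in these data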;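 also: 100% = response to 3 µM Δ7-dafachronic acid high control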
# ssDAF-12 act: activates DAF-12 receptor from parasite S. stercoralis; HEK293 ssDAF-12/GRIP1 lit1-tk-luc reporter, luminescence; % of 3 µM dafachronic acid response; actives 1% (n = 370,000); activation, % at 6.8 µM;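 active = activation above the mean over all tested compounds plus 3 SD, cut at about 0.9% in these data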;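 also: 0% = DMSO-only wells and 100% = 3 µM delta7-dafachronic acid wells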
# ADAM10 inh: inhibits human ADAM10 | O14672 | recombinant ADAM10, EDANS/DABCYL FRET peptide cleavage, 3 h | inhibition, % at 7 µM | actives 0.62% (n = 370,000) | AID 720582;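 active = inhibition above a per-campaign cutoff equal to the mean of compounds falling between control-based bounds plus 3 SD, cut at about 20% in these data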;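 also: 0% = DMSO wells while the 100% control is not disclosed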
# Target sequence (O14672 214-748 limits assumed): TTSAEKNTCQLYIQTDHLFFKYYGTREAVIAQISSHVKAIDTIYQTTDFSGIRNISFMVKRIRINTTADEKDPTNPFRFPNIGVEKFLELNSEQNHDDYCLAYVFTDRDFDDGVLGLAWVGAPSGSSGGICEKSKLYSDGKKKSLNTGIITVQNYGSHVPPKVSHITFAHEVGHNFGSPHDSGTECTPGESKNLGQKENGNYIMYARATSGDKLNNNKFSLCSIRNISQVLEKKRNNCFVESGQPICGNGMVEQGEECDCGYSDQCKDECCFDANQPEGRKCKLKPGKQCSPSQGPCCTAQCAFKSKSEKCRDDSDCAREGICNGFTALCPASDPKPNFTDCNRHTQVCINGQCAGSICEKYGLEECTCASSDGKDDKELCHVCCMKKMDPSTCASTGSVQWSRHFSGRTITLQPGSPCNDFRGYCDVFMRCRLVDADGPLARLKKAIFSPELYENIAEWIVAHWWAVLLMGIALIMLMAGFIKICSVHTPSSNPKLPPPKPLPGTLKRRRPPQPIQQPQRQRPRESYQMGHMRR
# DAX1 inh-1: inhibitors of human orphan nuclear receptor DAX1 (NR0B1); inhibition, % at 6.75 µM; AID 504766; actives 0.99% (n = 340,000); HEK293 Gal4-DAX1 luciferase reporter, luminescence;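 active = inhibition above the mean over all tested compounds plus 3 SD, cut at about 4.2% in these data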;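 also: 0% = DAX1-transfected cells with DMSO and 100% = empty-vector control cells with DMSO; inhibition shows as a rise in luminescence from relieved DAX1 repression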
# PLCb3 inh: blocks human PLC-beta3 enzyme activity. Q01970. Purified PLC-beta3, fluorogenic substrate, fluorescence. inhibition, % at 12.2 µM. actives 0.18% (n = 370,000). AID 720704; in the data active = inhibition above about 11%;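 also: 0% = median of compound wells on plate and 100% = full blocker control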
# DAX1 inh-2: blocks DAX1 repression of SF-1 activated StAR promoter; AID 652010; inhibition, % at 6.8 µM; HEK293T StAR-luciferase reporter, SF-1/DAX-1 repression relief; actives 1.1% (n = 370,000);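 active = inhibition above the mean over all tested compounds plus 3 SD, cut at about 3.6% in these data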;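 also: 0% = DAX-1 cells with DMSO and 100% = cells lacking DAX-1 with DMSO; higher inhibition means more luminescence from relief of DAX-1 repression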
# ADAM17 inh: inhibits human ADAM17. actives 0.83% (n = 370,000). AID 720648. inhibition, % at 6.95 µM. recombinant ADAM17, EDANS/DABCYL FRET peptide cleavage. P78536;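 active = inhibition above the mean of compounds lying between control limits plus 3 SD, set per campaign, cut at about 8.5% in these data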;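 also: 0% = DMSO-only wells as the low control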
# PLCg1 inh: PLC-gamma1 (human) inhibition, primary screen; inhibition, % at 12.2 µM; AID 720700; P19174; actives 0.84% (n = 370,000); purified PLC-gamma1, fluorogenic substrate, fluorescence; in the data active = inhibition above about 9.5%
# GAA850 FXN act: increases GAA850 frataxin promoter reporter activity. actives 0.56% (n = 360,000). HEK293 lucGAA850 FXN promoter luciferase reporter, 24 h; percent of 10 µM SAHA response. activation, % at 6 µM;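 active = activation above the average of all compounds screened plus 3 SD, cutoff fixed separately per campaign, cut at about 7.5% in these data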;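 also: 0% = DMSO wells and 100% = 10 µM SAHA wells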
# * marks the source's active call; other numbers are inactive results.
SMILES,ssDAF-12 act,hgDAF12 agonist,ADAM17 inh,ADAM10 inh,DAX1 inh-1,PLCg1 inh,PLCb3 inh,DAX1 inh-2,GAA850 FXN act,hcDAF-12 act,HGIII-sPLA2 inh
Cc1ccc(-c2cc(C(F)F)nc(N3CCOCC3)n2)cc1,-2.1,-0.3,-6,-15,-0.5,-11,-17,-0.7,4.2,-2.1,-6
CSc1ccc(C(=O)N2CCC(CCC(=O)NCc3ccc(F)cc3)CC2)cc1,-1.5,0.4,-2,-2,0.8,-1,-3,0.1,-1.6,-0.9,-2
CCOC(=O)c1c(C)[nH]c(C(=O)OCC(=O)Nc2cc(C)c(Cl)cc2OC)c1C,0.7,4.1,-8,-6,0.5,-1,3,0.1,-0.4,1.3,8
COc1cc2cc(Oc3ccc4ccc(=O)oc4c3)c(=O)oc2cc1OC(C)=O,-1.5,-1.8,-6,-27,9.8*,-3,-4,0.6,1.3,-2.5,4
COc1ccccc1OC(C)C(=O)Nc1ccc(S(=O)(=O)Nc2nccs2)cc1 (centres undefined),0.1,-0.6,-3,-3,0.7,-1,-14,0.2,2.5,-0.9,-22
CCCC(=O)NC(=S)Nc1ccc(N2CCN(C(=O)c3cccs3)CC2)cc1,-2.0,-1.4,-7,-4,-0.5,2,-7,-1.3,-3.3,-1.6,-5
CCCCNC(=O)/C(C#N)=C/c1cccnc1,-0.7,-0.9,-2,-3,1.2,-3,-2,-0.5,1.1,-2.9,5
O=C(/C=C/c1ccc(Br)cc1)NC(=S)NNC(=O)c1ccco1,-0.1,4.4,-3,4,1.5,-5,-6,1.0,-0.5,1.4,5
COc1ccc(C(=O)NCc2ccc(S(N)(=O)=O)cc2)cc1[N+](=O)[O-],-1.6,-1.7,-3,-2,2.3,2,-3,-0.7,0.5,-1.2,0
O=C(NCCc1csc(-c2cccnc2)n1)c1ccco1,-1.2,5.5,-2,-12,-0.7,-6,-4,0.7,1.5,-0.9,2
CCSc1oc(-c2ccccc2)nc1S(=O)(=O)c1ccccc1,-0.8,-2.4,-1,3,-1.0,-5,-6,-0.8,2.0,-1.0,-6
COc1ccc(OCCSCc2nnc(NC(=O)Nc3ccc(Cl)cc3)s2)cc1,-0.5,0.9,-4,8,2.7,4,2,0.6,1.5,-0.1,2
CC1CCN(CC(=O)NCc2ccco2)CC1,-0.5,1.4,-1,3,1.2,0,-5,0.8,1.6,-0.5,1
COc1cc(NC(=O)CSc2nnc(Cn3nnc4ccccc43)n2C)cc(OC)c1,-1.3,-1.5,-4,-4,-1.8,0,2,-0.7,-0.9,-2.5,-3
O=C(COc1ccc(F)cc1Br)NCC1(N2CCCCC2)CCCCC1,-0.8,0.0,-3,-5,3.0,0,0,-0.8,0.8,-0.3,7
Fc1ccc(Cn2nnnc2C(c2ccc(Cl)cc2)N2CCSCC2)cc1 (centres undefined),-0.8,-1.0,4,16,1.5,4,8,-0.5,0.5,-0.8,-6
CCCOC(=O)C1=C(C)NC2=C(C(=O)C(C(=O)OC)C(C)C2)C1c1ccc(N(CC)CC)cc1 (centres undefined),-1.4,-0.9,-13,-35,-1.1,-114,-148,-0.3,1.3,-1.5,-2
Cc1noc(C)c1S(=O)(=O)N(C)C[C@H]1Oc2ccc(NC(=O)Cc3ccccc3)cc2C(=O)N([C@H](C)CO)C[C@@H]1C,-1.4,-0.1,-1,1,0.6,-3,-1,0.0,-0.3,-0.5,-8
CCOc1cc2[nH]c(=O)n(Cc3cccc(OC)c3)c(=O)c2cc1OCC,-1.3,-1.0,-4,-16,-0.4,0,2,0.0,-2.8,0.6,2
CCn1cc(C2=NCC(C)O2)c2ccccc21 (centres undefined),-1.0,-2.5,-3,3,1.0,4,4,-0.6,-1.4,-1.4,4
O=C(CCn1nc(-c2ccccc2)ccc1=O)N1CCN(c2ccccc2)CC1,-1.9,-3.0,-4,-4,-1.2,-1,1,-0.5,0.6,-1.1,-1
Cc1c(/C(O)=C2\C(=O)C(=O)N(CCN(C)C)C2c2cccs2)cnn1-c1ccccc1 (centres undefined),-1.5,-2.0,-4,-7,3.8,-3,0,0.5,-2.4,-0.3,10
Cc1ccc(C(N)=Nc2ccccc2)cc1,-1.2,-0.8,-3,-3,1.8,3,-2,1.0,4.1,-0.1,0
COc1cc(OC)cc(-c2c(C#Cc3ccsc3)c3cc(-c4cccc5[nH]ccc45)ccc3n2C)c1,-1.2,-2.4,-23,-13,0.0,-125,-207,-0.3,1.7,-0.1,-1
Cc1ccc(O)c(N=Cc2sc3ccccc3c2Cl)c1,-0.2,-4.2,-1,0,0.6,-4,-2,0.2,-2.5,3.2,-23
COc1cnc(NS(=O)(=O)c2ccc(N)cc2)nc1,-0.9,-1.1,-7,0,-0.9,0,4,0.8,-0.3,-0.8,2
O=C(CN1C(=O)c2ccccc2C1=O)NCC(=O)OCC(=O)c1ccc(Cl)cc1,-0.2,0.1,-1,-4,0.5,-2,2,-0.2,2.6,-1.4,5
CCn1c(C2CC(=O)N(c3cc(C)cc(C)c3)C2)nc2ccccc21 (centres undefined),-1.4,-4.6,1,-2,0.7,6,4,0.1,-0.9,-2.1,0
CCOC(=O)c1nc2nc(C)cc(=O)n2[nH]1,-1.4,-0.6,0,3,1.5,4,4,0.3,-1.4,-1.4,-5
CCc1nc(Nc2cccc(OC)c2)c2oc3ccccc3c2n1,-1.8,-1.4,-26,-131,-1.3,-277,-350,-0.9,1.0,-2.3,0

# Next part; the last 5 above are carried over.
SMILES,ssDAF-12 act,hgDAF12 agonist,ADAM17 inh,ADAM10 inh,DAX1 inh-1,PLCg1 inh,PLCb3 inh,DAX1 inh-2,GAA850 FXN act,hcDAF-12 act,HGIII-sPLA2 inh
COc1cnc(NS(=O)(=O)c2ccc(N)cc2)nc1,-0.9,-1.1,-7,0,-0.9,0,4,0.8,-0.3,-0.8,2
O=C(CN1C(=O)c2ccccc2C1=O)NCC(=O)OCC(=O)c1ccc(Cl)cc1,-0.2,0.1,-1,-4,0.5,-2,2,-0.2,2.6,-1.4,5
CCn1c(C2CC(=O)N(c3cc(C)cc(C)c3)C2)nc2ccccc21 (centres undefined),-1.4,-4.6,1,-2,0.7,6,4,0.1,-0.9,-2.1,0
CCOC(=O)c1nc2nc(C)cc(=O)n2[nH]1,-1.4,-0.6,0,3,1.5,4,4,0.3,-1.4,-1.4,-5
CCc1nc(Nc2cccc(OC)c2)c2oc3ccccc3c2n1,-1.8,-1.4,-26,-131,-1.3,-277,-350,-0.9,1.0,-2.3,0
CCc1ccc(S(=O)(=O)N2CC(=O)Nc3ccccc32)cc1,-1.1,-0.8,-4,-4,1.1,0,-1,0.7,2.7,-2.6,3
Cc1cc(C)c(C#N)c(SCS(=O)Cc2ccccc2)n1 (centres undefined),-1.9,-1.6,1,6,-0.8,3,1,-0.1,5.1,-2.6,2
Cc1cc(C)nc(N(C#N)Cc2ccccc2C)n1,-0.8,-0.9,-2,-5,1.5,-3,-2,-0.4,0.8,0.5,-3
COc1ccc(NC(=O)c2sc3nc(N4CCCC4)c4c(c3c2N)CC(C)(C)OC4)cc1,-1.7,-0.8,-37,-115,-2.2,-128,-192,-3.9,-4.6,-3.2,9
CN(Cc1ccc(F)cc1)C(=O)c1cccc(NS(=O)(=O)c2ccccc2)c1,-1.1,-2.5,-4,-7,0.3,1,-6,-1.2,0.1,1.3,-17
CCOc1ccc(C(=O)OCC(=O)N2CCOCC2)cc1OCC,-1.4,-0.2,1,0,-0.4,2,-2,-0.1,2.4,-0.4,0
O=C(N/N=C\c1ccncc1)c1ccc(Cl)s1,-0.9,4.3,0,0,0.2,-3,-10,0.7,-0.4,2.5,-2
COc1ccc([N+](=O)[O-])cc1NC(=O)c1ccc(CN(c2ccccc2)S(C)(=O)=O)cc1,-1.6,-6.0,7,12,-1.9,1,4,-1.0,-4.9,-0.9,-17
O=C(NC1CCCCCC1)C1CCN(S(=O)(=O)c2ccc(F)cc2)CC1,-0.4,-0.7,-5,-4,-0.5,1,2,0.5,1.6,-2.1,-3
Cc1ccc(CCN2CC(C(=O)N3CCN(c4ccc(F)cc4)CC3)CC2=O)cc1 (centres undefined),-2.0,-2.7,-2,-3,1.3,-4,1,-0.7,-0.8,-1.1,-6
COc1ccc(OC)c(C2CC(=O)c3c([nH]c(C(=O)OC(C)C)c3C)C2)c1 (centres undefined),-1.2,3.0,0,6,0.2,3,4,0.1,-4.7,-1.6,-1
O=C(Nc1ccc(Cl)cc1)/C(=C/c1cccc(O)c1)c1nc2ccccc2s1,-2.9,-21,-5,-17,-4.5,-1,-5,-4.2,-9.4,-6.9,-33
COCCNCCCCOc1ccc(Br)cc1C,-1.6,-1.4,2,-10,-0.1,6,-16,0.5,1.9,-0.8,17
Cc1[nH]c2ccccc2c1/C=N/NC(=O)c1cccs1,0.9*,14*,-2,0,7.9*,-33,-42,1.9,4.0,6.1*,-11
N#CC1=C(N)Oc2cc(O)ccc2C1c1cccs1 (centres undefined),-0.2,1.1,-7,-12,1.2,-28,-37,-1.1,-1.1,1.0,-3
CCCCCc1c(C)nc(Nc2nc(C)c3cc(OC)ccc3n2)[nH]c1=O,-1.5,-1.2,-2,-13,0.9,0,-2,0.2,-0.3,-1.3,-2
CC(C)CCNC(=O)CSc1nc2ccsc2c(=O)n1NC(=O)c1ccccc1,-1.5,1.4,-3,-2,0.9,0,-3,0.1,-1.2,-0.3,-1
Cc1ccc(P(=O)(O)c2ccc(C)cc2)cc1,-1.3,-0.6,1,6,-0.9,3,5,-0.3,-0.4,-0.9,-2
CCOC(=O)c1c(C)[nH]c(C)c1S(=O)(=O)NCCc1ccc(SC)cc1,-1.5,-1.1,2,8,0.9,4,-3,-0.3,3.0,-1.5,-5
Cc1ccc(C(=O)OCC(=O)NCCNC(=O)COC(=O)c2ccc(C)s2)s1,-0.9,-0.6,0,2,-0.7,-1,1,-0.1,-2.7,-0.1,2
CC(C(=O)c1ccccc1)C(O)c1ccccn1 (centres undefined),-1.2,3.9,2,-3,-1.2,3,3,1.4,0.2,0.9,3
Cc1ccc(-c2nn(-c3ccccc3)cc2CO)cc1,-0.6,10,-1,-4,1.2,-2,-6,1.0,7.2,1.2,-7
NC(=O)NC(=O)c1nccnc1C(=O)O,-1.2,0.1,-3,0,1.5,3,-4,-0.8,1.9,0.4,3
